# Screening results: PubChem BioAssay, several laboratories
# STK33 kinase inh = blocks human STK33 kinase activity. purified STK33, MBP phosphorylation, ADP-Glo luminescence. Q9BYT3. inhibition, % at 10 µM. AID 2661. 0.073% of 320,000 active;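 active = inhibition at or above 25%, using the most active replicate where run in duplicate; inactive = inhibition below 25%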
# Target sequence (Q9BYT3 whole entry, looked up): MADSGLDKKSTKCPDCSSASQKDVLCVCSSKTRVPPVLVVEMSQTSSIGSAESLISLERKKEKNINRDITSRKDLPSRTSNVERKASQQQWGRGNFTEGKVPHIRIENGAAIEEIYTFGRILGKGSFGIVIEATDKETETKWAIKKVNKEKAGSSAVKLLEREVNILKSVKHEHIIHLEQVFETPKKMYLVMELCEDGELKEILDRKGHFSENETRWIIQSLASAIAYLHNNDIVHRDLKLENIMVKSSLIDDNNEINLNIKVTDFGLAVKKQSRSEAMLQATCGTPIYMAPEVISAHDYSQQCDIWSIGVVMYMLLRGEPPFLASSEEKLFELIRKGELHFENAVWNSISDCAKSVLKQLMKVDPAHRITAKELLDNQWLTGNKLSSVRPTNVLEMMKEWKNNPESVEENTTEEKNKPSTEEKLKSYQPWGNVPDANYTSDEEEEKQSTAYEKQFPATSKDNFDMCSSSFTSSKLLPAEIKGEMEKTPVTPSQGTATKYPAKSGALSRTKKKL
# KCNQ2 block = KCNQ2 channel blockers in CHO-K1 cells – cell-based, FluxOR thallium flux, B-score, primary screen (AID 2156). O88943. 20 min; stronger effect = lower value. B-score at 10 µM. 1.1% of 310,000 active;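 active = fluorescence ratio B-score at most minus 3 library SDs, with starting brightness B-score within 2 library SDs, cut at about -5.5 in these data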
# Kir21 inh = blocks the mouse Kir2.1 inward-rectifier potassium channel | P35561 | 0.85% of 310,000 active | B-score at 10 µM | HEK293-Kir2.1, FluxOR thallium flux fluorescence; stronger effect = lower value;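 active = fluorescence ratio B-score at or below minus 3 SD of library scores, with starting-brightness B-score within 2 SD, cut at about -4.2 in these data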;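 also: channel flux triggered by added potassium and thallium sulfate stimulus; B-score of peak minus minimum fluorescence over baseline after thallium stimulus; more negative B-score means stronger Kir2.1 block with less thallium influx; some compounds called inactive have numbers as strong as hits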
# Target sequence (P35561 whole entry, looked up): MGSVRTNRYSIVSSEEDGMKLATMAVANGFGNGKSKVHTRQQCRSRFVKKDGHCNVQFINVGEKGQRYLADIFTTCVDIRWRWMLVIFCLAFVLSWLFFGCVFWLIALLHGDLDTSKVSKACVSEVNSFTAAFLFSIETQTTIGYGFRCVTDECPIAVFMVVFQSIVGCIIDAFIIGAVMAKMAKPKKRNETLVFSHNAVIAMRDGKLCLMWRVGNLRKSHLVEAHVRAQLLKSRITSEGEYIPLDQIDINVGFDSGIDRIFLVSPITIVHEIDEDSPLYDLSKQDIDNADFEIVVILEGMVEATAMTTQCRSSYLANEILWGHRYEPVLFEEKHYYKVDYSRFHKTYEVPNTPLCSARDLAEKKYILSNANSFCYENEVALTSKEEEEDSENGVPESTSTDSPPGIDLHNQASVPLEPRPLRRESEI
# * = called active by the depositor; i = inactive; . = no result given. Rows are unselected; 1.9% or so of the library scored in one or more.
SMILES,STK33 kinase inh,KCNQ2 block,Kir21 inh
COc1ccc(C(=O)N(C)c2ccccc2C(=O)NCCc2ccccc2)cc1,-3.2,i,-1.1
C/C(=C(\C#N)C(=O)NCc1ccccc1)N(C)C,0.8,i,1.1
Cc1c(C)c2c(OCC(=O)N[C@@H](Cc3ccccc3)C(=O)O)cc3c(c2oc1=O)CCC(C)(C)O3,-0.3,i,0.08
O=[N+]([O-])c1cc(C(F)(F)F)ccc1SCC(O)CO (stereo not given),-0.5,i,-1.6
Cc1ccc(S(=O)(=O)NCC(c2ccco2)N2CCc3ccccc3C2)cc1 (stereo not given),2.9,i,-0.48
N#CC1(c2ccccc2)CCCN1C(=O)c1ccco1 (stereo not given),-1.7,i,-0.82
CSc1ncccc1C(=O)OCC(=O)c1ccc2c(c1)NC(=O)CO2,-1.0,i,-1.6
O=C(CSc1nc2ccccc2c(=O)[nH]1)Nc1ccc(S(=O)(=O)N2CCCC2)cc1,-1.9,i,-0.3
O=S(=O)(N/N=C\c1cccnc1)c1ccccc1,-0.5,i,0.75
O=C(N/N=C/c1ccc(Br)cc1)c1cc[n+](Cc2ccccc2)cc1,-0.4,i,0.73
COc1c2c(cc3oc(=O)c4c5ccc(O)cc5oc4c13)OC(C)(C)CC2,-0.9,i,0.94
Cc1[nH]c2ccccc2c(=O)c1C(=O)/C=C/c1ccccc1,0.5,i,-0.85
CC(=O)Nc1ccc(C2=NN(c3ccccc3)C(c3cccs3)C2)cc1 (stereo not given),0.3,i,0.34
CC(=O)Nc1ccc(Oc2nc(C)cc(C)n2)cc1,-0.5,i,1.5
CC(=O)c1cccc(NC(=O)C2COc3ccccc3O2)c1 (stereo not given),0.2,i,-0.36
O=C(CSCc1ccc(F)cc1)N1CCOCC1,-0.5,i,0.29
Cc1noc(C)c1COC(=O)c1ccc(N(C)C)cc1,-0.1,i,1.3
CCS(=O)(=O)C1=NN2C(=N)/C(=C\c3ccc(OS(=O)(=O)c4ccccc4)c(OC)c3)C(=O)N=C2S1,3.0,i,0.88
COc1ccc(Nc2nc(NC(C)(C)C)nc(N3CCCC3)n2)c(OC)c1,-1.9,i,-0.26
CC(C)N=C(NS(=O)(=O)c1ccccc1)C(Cl)(Cl)Cl,-2.3,i,-1.1
COc1ccc(S(=O)(=O)Nc2ccc(S(=O)(=O)N3CCOCC3)cc2)cc1C,2.0,i,-0.75
CCOc1ccc(S(N)(=O)=O)cc1-c1nc2c(C(C)(C)C)nn(C)c2c(=O)[nH]1,-0.7,i,0.41
COc1ccc(C(=O)N=c2nc3ccccn3s2)cc1,2.4,i,0.18
COC(=O)CC1SC(=O)NC1=Nc1ccc(O)cc1 (stereo not given),1.4,i,0.68
COc1ccc(CNC(=O)Nc2cc(C)ccc2C)cc1,0.0,i,-0.44
Cn1c(N)c(C(=O)COC(=O)c2ccc3c(c2)OCCO3)c(=O)n(C)c1=O,-2.9,i,0.03
O=C(Nc1ccncc1)C1CCN(S(=O)(=O)c2ccc(Cl)cc2)CC1,-2.0,i,2.4
Cc1cc(NC(=O)c2c(Cl)c(C)nn2C)no1,-1.3,i,0.78
O=c1oc2ccccc2cc1-c1nnc(NCc2ccco2)s1,0.0,i,0
CCOC(=O)C1=C(OCc2ccc(Cl)cc2)C2C=C(C)C=CC2N=C1 (stereo not given),0.8,i,-0.81
COC(=O)c1ccc(NC(=S)NN2CCOCC2)cc1,-0.2,i,0.15
CCC(C)(C)NC(=O)C(c1ccc(OC)cc1)N(C(=O)CCC(=O)Nc1cc(C)on1)c1ccc(OC)c(OC)c1 (stereo not given),-0.5,i,-1.5
Cc1ccc(C(=O)N2CCN(C)CC2)cc1S(=O)(=O)N1CCOCC1,-2.0,i,0.09
CCN1CCC2(CC1)N=C(c1ccc(F)cc1)C(=S)N2C(=O)c1ccc(C)cc1,0.2,i,1.7
Cc1cccc(NC(=O)CSc2nc(-c3ccccc3)c(C#N)c(=O)[nH]2)c1C,-1.0,i,1.7
CCCCN1C(=O)CC(C(=O)O)C1c1ccc(OC)cc1 (stereo not given),-1.4,i,-1.4
CCCCCCCC(=O)N/N=C/c1ccncc1,0.9,i,-0.26
Cc1ccc(S(=O)(=O)N2CCN(C(=O)CN3C(=O)NC4(CCCC4)C3=O)CC2)c(C)c1,-2.9,i,-0.53
CCCCC(=O)N(CCOC)c1nnc(-c2ccccc2C)s1,-0.2,i,1.1
COc1ccccc1CNc1ncc(-c2ccccc2)n1C,.,i,-1.6
O=C(Cn1ccc2ccccc2c1=O)NCCC(=O)Nc1ccc(F)cc1F,-0.3,i,-1.3
COC(=O)c1cccc(NC(=O)C(C)N2C(=O)c3ccccc3C2=O)c1 (stereo not given),-0.7,i,0.49
COc1ccc(O)c(-c2[nH]ncc2C(=O)c2ccccc2)c1,-1.7,i,-0.18
CCc1cccc(OC2OC(CO)C(O)C(O)C2NC(C)=O)c1 (stereo not given),-0.4,i,-0.27
COc1cccc(OCC(O)CN2CC(C)CC(C)C2)c1 (stereo not given),-1.5,i,-0.93
CCN(CC(=O)Nc1c(F)cccc1F)C(=O)Cc1n[nH]c(=O)c2ccccc12,0.0,i,-1.1
O=C(CSc1ccc(F)cc1)NC12CC3CC(CC(C3)C1)C2,0.0,i,0.73
Cc1cc(C)cc(OCC(=O)NCC2CCCO2)c1 (stereo not given),-0.2,i,0.94

# A different layout for some results above.
> CCCCC(=O)N(CCOC)c1nnc(-c2ccccc2C)s1
  STK33 kinase inh: -0.2; KCNQ2 block: i; Kir21 inh: 1.1
> COc1ccccc1CNc1ncc(-c2ccccc2)n1C
  STK33 kinase inh: .; KCNQ2 block: i; Kir21 inh: -1.6
> O=C(Cn1ccc2ccccc2c1=O)NCCC(=O)Nc1ccc(F)cc1F
  STK33 kinase inh: -0.3; KCNQ2 block: i; Kir21 inh: -1.3
> COC(=O)c1cccc(NC(=O)C(C)N2C(=O)c3ccccc3C2=O)c1 (stereo not given)
  STK33 kinase inh: -0.7; KCNQ2 block: i; Kir21 inh: 0.49

# Going on with the list.
SMILES,STK33 kinase inh,KCNQ2 block,Kir21 inh
CCn1nc(C)c(CNC(=O)c2ccc(OC3CCN(Cc4ccccn4)CC3)cc2)c1C,0.4,i,-0.97
Cc1ccc(CSc2nc3ccccc3c(=O)n2CCCC(=O)NCc2ccco2)cc1,-0.8,i,-0.98
CN(CCc1ccccn1)C(=O)CCC1CCCN(C(=O)c2ccccn2)C1 (stereo not given),0.2,i,-0.02
O=C(CSc1ccc(C(F)(F)F)cc1[N+](=O)[O-])Nc1ccccc1,-0.7,i,0.69
O=C(Oc1ccccc1C(=O)Nc1ccccc1)c1ccccc1Br,-2.6,i,-1.4
O=C1N[C@@H](Cc2ccccc2)C(=O)N2[C@@H]1C[C@]1(Br)c3ccccc3N(S(=O)(=O)c3ccccc3)[C@H]21,-0.3,i,-0.91
CCCc1nc2sc3ccccc3c(=O)c2c(=O)n1CCOC,-1.2,i,1.4
CCC1CCCCN1C(=O)CCc1nnc(Cc2cc(OC)ccc2OC)o1 (stereo not given),0.4,i,-0.44
COCCC(=O)N1CCC(Oc2ccc(C(=O)N3CCCC(COC)C3)cc2)CC1 (stereo not given),.,i,-0.01
COc1ccc2cc(CN(CC3CCCO3)S(=O)(=O)c3ccccc3)c(=O)[nH]c2c1 (stereo not given),0.1,i,-1.2
Cc1ccc(C(c2nnnn2CS(=O)(=O)c2ccc(C)cc2)N2CCC(C)CC2)cc1 (stereo not given),0.3,i,0.04
CC1Cc2ccccc2C(CCc2ccccc2)=N1 (stereo not given),0.2,i,-3
CS(=O)(=O)N1CCC(C(=O)O)CC1,-1.2,i,1.4
Cc1ccc(N(C(C)C(=O)O)S(=O)(=O)c2c(C)[nH]c(=O)[nH]c2=O)cc1 (stereo not given),-0.8,i,0.68
COC(=O)c1sccc1S(=O)(=O)Nc1ccc(Cl)cc1,-1.7,i,-0.47
CCCCc1ccc(C(=O)NC(C(=O)O)C(C)C)cc1 (stereo not given),-0.1,i,0.66
S=C(Nc1cccc2ccccc12)NC1CCCCC1,-0.3,i,0.24
COCC(C)Nc1ccc(S(=O)(=O)N2CCCC2)cc1[N+](=O)[O-] (stereo not given),-1.8,i,0.09
CCO[C@H]1OC(C(=O)N2CCOCC2)=C[C@@H](c2cn(C(C)=O)c3ccccc23)[C@@H]1CCCO,-0.6,i,0.97
O=C(CSc1ccc2ccccc2n1)N/N=C/c1ccc(O)cc1,0.8,i,-0.79
Cc1cc2cc(CN(CCCN3CCOCC3)C(=O)NC3CCCCC3)c(=O)[nH]c2cc1C,-0.3,i,-0.08
Cc1ccc(O)c(C2=NCCNC(C(F)(F)C(F)F)=C2)c1,1.5,i,1.4
Cc1cc(C)n(-c2nc3c(c(=O)[nH]c(=O)n3C)n2CCc2ccccc2)n1,-0.9,i,-1
CC(C)c1ccccc1OCC(=O)NN1C(=O)c2ccccc2C1=O,-0.3,i,-0.63
COC(=O)c1ccc(C(=O)OC)c(NC(=S)N2CCCCC2)c1,-3.4,i,-0.02
O=C(CN1CCN(C2CCCCC2)CC1)Nc1ccccc1N1CCCCC1,0.6,i,-0.26
Cc1nn(-c2ccccc2)c(C)c1C(=O)OCC(N)=O,-0.2,i,0.18
CCCCC(=O)Nc1nn(C)c2nc3c(C)cccc3cc12,-1.2,i,1.2
Cc1cc(N/N=C/c2ccccc2)nc(N2CCOCC2)n1,-0.5,i,-0.08
CS(=O)(=O)Nc1cccc(-c2cn3c(n2)SCC3)c1,1.6,i,0.1
CCC(=O)N/N=C(\C)CC(=O)Nc1ccc(Cl)cc1,-1.1,i,-0.64
Cn1nnnc1SCc1csc(C2C(C#N)=C(N)OC3=C2C(=O)CCC3)c1 (stereo not given),0.7,i,-0.2
COc1cc(/C=C\C(=O)OCn2nnc3ccccc3c2=O)cc(OC)c1OC,-0.1,i,0.13
O=C(CSc1nc2ncc(Cl)cc2[nH]1)Nc1cccc(F)c1,-0.1,i,0.04
O=C(O)CC1(CC(=O)NCc2ccc(Cl)cc2)CCCCC1,0.1,i,0.52
COc1ccc(CCNC(=O)C(=O)NCc2ccccc2C)cc1OC,-0.5,i,0.78

# One compound at a time, from the list above.
# Cc1cccc(NC(=O)CSc2nc(-c3ccccc3)c(C#N)c(=O)[nH]2)c1C as listed: STK33 kinase inh: -1.0; KCNQ2 block: i; Kir21 inh: 1.7
# CCO[C@H]1OC(C(=O)N2CCOCC2)=C[C@@H](c2cn(C(C)=O)c3ccccc23)[C@@H]1CCCO as listed: STK33 kinase inh: -0.6; KCNQ2 block: i; Kir21 inh: 0.97

# The main list resumes, starting 6 compounds before the break.
SMILES,STK33 kinase inh,KCNQ2 block,Kir21 inh
CCC(=O)N/N=C(\C)CC(=O)Nc1ccc(Cl)cc1,-1.1,i,-0.64
Cn1nnnc1SCc1csc(C2C(C#N)=C(N)OC3=C2C(=O)CCC3)c1 (stereo not given),0.7,i,-0.2
COc1cc(/C=C\C(=O)OCn2nnc3ccccc3c2=O)cc(OC)c1OC,-0.1,i,0.13
O=C(CSc1nc2ncc(Cl)cc2[nH]1)Nc1cccc(F)c1,-0.1,i,0.04
O=C(O)CC1(CC(=O)NCc2ccc(Cl)cc2)CCCCC1,0.1,i,0.52
COc1ccc(CCNC(=O)C(=O)NCc2ccccc2C)cc1OC,-0.5,i,0.78
CCN1C(=NCc2cccc(Cl)c2)N[C@@H](c2cccc(F)c2)C(C(=O)OC)=C1C,-0.7,i,-4.5*
CC(=O)NC(C)c1nc2ccccc2n1Cc1ccccc1F (stereo not given),-1.2,i,-2.6
O=c1c2c3c(sc2ncn1/N=C/c1ccncc1)CCCC3,1.2,i,-0.16
CC(C)N(Cc1ccccc1)C(=S)NC1CCCCC1,-1.0,i,-5.4*
O=C(Nc1nnc(-c2ccc3c(c2)CCCC3)o1)c1ccc(Cl)cc1Cl,0.9,i,3
O=C(CCCC(=O)N(CC(=O)NC1CCCCC1)CC1CCCO1)Nc1ccccn1 (stereo not given),0.4,i,1.5
Cc1nc(NC(=O)c2ccccc2)sc1-c1csc(Nc2ccc(Cl)cc2)n1,-4.2,i,1.4
O=C1c2ccccc2C(O)(c2ccccc2)N1C1CC1 (stereo not given),-0.1,i,-0.33
O=C(N1CCN(c2ccccn2)CC1)N1c2ccccc2Sc2ccccc21,-1.4,i,1.2
Cc1ccc(/C=N\Nc2nc3ccc(Cl)cc3[nH]2)o1,6.5,i,1.4
CN(C)c1ccc(NC(=S)NC(=O)/C=C/c2ccco2)cc1,-0.4,i,0.04
COC(=O)c1cccc(NC(=O)CSc2nnc(COc3ccccc3)n2C)c1,-1.5,i,0.23
CC(C)NC(=O)c1ccc2c(c1)N(CC(=O)N1CCOCC1)C(=O)C(C)(C)O2,-0.4,i,-1.1
CCCn1c(O)c(N=Nc2ccc3ccccc3n2)c2ccccc21,.,i,0.01
CCN1C(=O)CC(NNC(=O)c2ccc(Cl)cc2)C1=O (stereo not given),0.8,i,0.64
CC(=O)Nc1ccc(NC(=O)C(OC(=O)c2ccccc2)C(OC(=O)c2ccccc2)C(=O)O)cc1 (stereo not given),-0.3,i,1.2
C=CCOc1ccc(/C=N/NC(=O)C(C)Sc2ccccn2)cc1OC (stereo not given),-1.4,i,1
O=C(CSc1nc2ncc(Cl)cc2[nH]1)NCCc1ccc(F)cc1,0.6,i,0.27
Cn1cccc1/C=N/NC(=O)c1ccn[nH]1,2.3,i,-1.1
O=C(CN1CCc2cc3c(cc2C1)OCCCO3)Nc1ccccc1,-1.3,i,-0.01
CCSc1nnc(NC(=O)[C@H](C)N2C(=O)C3CC=CCC3C2=O)s1 (stereo not given in full),-2.0,i,-0.04
O=C(CCNC(=O)c1ccc(Cl)cc1)Nc1cccc(S(=O)(=O)N2CCCCCC2)c1,-0.4,i,2.5
